AmpC inh detg = AmpC beta-lactamase inhibition with detergent present; 370,000 compounds, 0.041% hits; P00811; Potency, µM (doses to about 114 µM), for the others: at the highest dose activity change, negative = inhibition, hits mostly inhibitors; AID 485294; AmpC hydrolysis of nitrocefin, absorbance 480 nm, 0.01% Triton;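 also: potency is read from the fitted curve at half-maximal effect; 0% = no-compound wells and -100% = no-enzyme wells; nearly all actives have a fitted effect of over 25% in size; some results filed as inactive show a strong effect at the top dose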
Target sequence (P00811 whole entry, looked up): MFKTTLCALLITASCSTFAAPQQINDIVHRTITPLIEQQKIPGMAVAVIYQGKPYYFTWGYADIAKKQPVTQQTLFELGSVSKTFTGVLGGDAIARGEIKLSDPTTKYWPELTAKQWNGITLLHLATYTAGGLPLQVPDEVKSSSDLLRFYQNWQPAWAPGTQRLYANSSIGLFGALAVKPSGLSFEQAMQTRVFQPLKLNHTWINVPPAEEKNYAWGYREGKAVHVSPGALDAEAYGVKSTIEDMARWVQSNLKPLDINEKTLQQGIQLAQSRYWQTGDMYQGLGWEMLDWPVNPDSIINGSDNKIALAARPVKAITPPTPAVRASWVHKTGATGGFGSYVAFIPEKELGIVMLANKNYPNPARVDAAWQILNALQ
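20 mM phosphate pH 7.0 + 0.01% (detergent screen) or 0.0001% Triton X-100; 5.3 nM AmpC reagent; cpd preinc 15 min RT; nitrocefin (800 uM stock) to start; A480 q20 s × 4 min; Activity was normalised to no-enzyme and no-compound control wells.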
AMA1-RON2 inh = disrupts binding of P. falciparum AMA1 to RON2 | 360,000 compounds, 0.2% hits | AID 720542 | AlphaScreen AMA1-biotinylated RON2 peptide binding | Potency, µM (titrated, usually from 58.2 µM), without a hit: top-dose activity change, negative = inhibition, hits mostly inhibitors;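 also: potency is read from the fitted curve at half-maximal effect; 0% = vehicle wells and -100% = peptide control; nearly all actives have a fitted effect of over 45% in size; some results filed as inactive show a strong effect at the top dose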
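AMA1 (3D7) with his tag at 25 nM final met compounds first, then biotinylated RON2 peptide at 25 nM; detection used donor plus acceptor beads, 10 µg/mL apiece, read by AlphaScreen after 30 min at room temperature.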
Shiga inhibitor = blocks Shiga toxin action in Vero cells | 290,000 compounds, 9.2% hits | AID 2315 | Vero cells, Shiga toxin protein synthesis inhibition reporter | inhibition, % at 38.7 µM; in the data active = inhibition mostly above about 28%, no sharp cut-off; inactive = mostly below about 43%; also: 0% is about no effect
Cycloheximide cs = counter-screen hit for Shiga toxin inhibitors, cycloheximide | max response, % | 300,000 compounds, 12% hits | cell reporter, cycloheximide protein synthesis inhibition counterscreen; in the data active = max response mostly above about 13%, no sharp cut-off; inactive = mostly below about 14%; also: read at 38.3 µM for the half of the compounds with a filed dose; 0% is about no effect
AmpC inh no detg = AmpC beta-lactamase inhibition without detergent | AmpC nitrocefin hydrolysis, absorbance 480 nm, 0.0001% Triton | 330,000 compounds, 0.52% hits | P00811 | Potency, µM (highest dose often 57.1 µM), for inactives: at the top dose activity change, negative = inhibition, most hits filed as inhibitors;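 also: potency is read from the fitted curve at half-maximal effect; plate controls were no compound for no effect and no enzyme for full effect; nearly all actives have a fitted effect of over 20% in size; some results filed as inactive show a strong effect at the top dose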
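20 mM phosphate pH 7.0 + 0.01% (detergent screen) or 0.0001% Triton X-100; 5.3 nM AmpC reagent; cpd preinc 15 min RT; nitrocefin (800 uM stock) to start; A480 q20 s × 4 min; Activity was normalised to no-enzyme and no-compound control wells.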
HCMV inh = human cytomegalovirus inhibition | HFF cells, HCMV-luciferase reporter, 72 h; stronger effect = lower value | activity change, negative = inhibition, % at 57.5 µM | 410,000 compounds, 4.5% hits; in the data active = activity change below about -60%; inconclusive = no clear call, values can overlap the other calls; inactive = above about -39%; also: % is scaled to controls: 0 for no effect and ±100 for the full control effect
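Compounds were evaluated in HFFs infected with an HCMV luciferase reporter virus (MOI 1 PFU/cell). Luciferase in lysates collected 72 h post infection served as the replication measure.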
Giardia FBPA inh = blocks Giardia fructose-bisphosphate aldolase activity; A8B2U2; purified Giardia FBPA; Potency, µM (series often up to 59.6 µM), for inactives: at the highest dose activity, negative = inhibition, usual class: inhibitors; 290,000 compounds, 0.71% hits; also: potency is read from the fitted curve at half-maximal effect; % is scaled to controls: 0 for no effect and ±100 for the full control effect; nearly all actives have a fitted effect of over 55% in size
Target sequence (A8B2U2 whole entry, looked up): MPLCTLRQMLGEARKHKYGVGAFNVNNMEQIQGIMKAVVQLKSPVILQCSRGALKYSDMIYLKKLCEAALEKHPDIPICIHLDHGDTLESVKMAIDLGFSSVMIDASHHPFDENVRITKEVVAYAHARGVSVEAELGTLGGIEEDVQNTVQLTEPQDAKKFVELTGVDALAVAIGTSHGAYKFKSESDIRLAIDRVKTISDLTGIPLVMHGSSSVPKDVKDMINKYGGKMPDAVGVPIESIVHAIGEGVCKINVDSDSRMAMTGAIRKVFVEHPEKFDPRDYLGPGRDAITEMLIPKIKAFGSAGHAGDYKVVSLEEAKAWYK
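Giardia FBPA (40 nM reagent) was preincubated 10 min at RT with compound (up to 57.5 uM final), then substrate plus GAPDH/TPI/NAD/arsenate coupling system with diaphorase/resazurin was added; resorufin fluorescence (525/598 nm) was read after 20 min.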
* marks the source's active call; other numbers are inactive results; ? = inconclusive; . = no result given; [ ] = dose if it differs, or a comment. Unless noted, calls follow the shape of the dose curve; as a rule, active = well fitted curve in the direction sought with a large enough effect; inconclusive = small, poorly fitted or top-dose-only effect, or another doubt; inactive = no such curve, though single readings can be large; an effect the other way counts as inactive or inconclusive.

The line under a structure holds: AmpC inh no detg	Cycloheximide cs	HCMV inh	Giardia FBPA inh	AmpC inh detg	AMA1-RON2 inh	Shiga inhibitor
> CC(=O)c1ccc(NC(=O)C2CCCN2S(=O)(=O)c2cccc3cccnc23)cc1 (stereo not given)
  -21%	-4	27	-8%	-12%	-8%	-15
> CS/C(=C(/C#N)S(=O)(=O)c1ccc(Cl)cc1)N1CCOCC1
  -3%	1	48	1%	0%	4%	-4
> NS(=O)(=O)c1cc(C(=O)OCC(=O)NC2CC2)ccc1Cl
  -5%	9	5	2%	3%	-6%	-33
> O=C(Nc1cccc2ncccc12)c1cccc(F)c1
  -15%	-3	-12	0%	-12%	1%	-3
> CCCCN(C(=O)CSc1nc(CCC)cc(=O)[nH]1)c1c(N)n(Cc2ccccc2)c(=O)[nH]c1=O
  14%	.	63	.	.	2%	.
> Cc1ccc(Cn2c(SCC(=O)N3CC(=O)Nc4ccccc43)nc3ccccc3c2=O)cc1
  -18%	7	-76*	-1%	-11%	10%	-4
> CCOC1(OCC)N=C(N)C2(C#N)C(c3cccc(C)c3)C12C#N (stereo not given)
  87%[activator]	3	26	-29%	?	13%	-19
> COc1ccc(CCN=C(C)C2=C(O)C(c3ccccc3)OC2=O)cc1OC (stereo not given)
  -2%	-1	5	1%	2%	-3%	12
> Cc1cc(C)cc(C(=O)N2CCC(CCC(=O)NC3CC3)CC2)c1
  -1%	1	1	.	5%	-3%	-11
> O=C(NC1CCCCC1)C(c1cccs1)N(CCCN1CCOCC1)C(=O)c1ccc(-c2ccccc2)[nH]1 (stereo not given)
  246%[activator]	19*	-5	-14%	2%	-30%	56*

The line under a structure holds: AmpC inh no detg	Cycloheximide cs	HCMV inh	Giardia FBPA inh	AmpC inh detg	AMA1-RON2 inh	Shiga inhibitor
> CCN(c1ccccc1)S(=O)(=O)c1ccc(C(=O)N(C)Cc2cccs2)cc1
  -6%	.	-12	.	.	-3%	.
> CN1CCOCCOCCOCCN(C)C1=S
  -11%	-3	-24	-6%	8%	5%	-2
> O=C(CCN1C(=O)S/C(=C\c2ccccc2)C1=O)NC1CCS(=O)(=O)C1 (stereo not given)
  -12%	-7	11	.	-8%	-6%	-3
> Cn1c(SCc2ccccc2)nnc1-c1cccs1
  -14%	32*	3	-4%	-10%	-3%	81*
> CCN(CC)C(=O)c1cc2cc([N+](=O)[O-])ccc2s1
  -12%	0	-22	1%	3%	-3%	11
> Cc1ccnc(NC(=O)c2cccc(OC(F)F)c2)n1
  -38%	20	-30	3%	?	5%	69*
> COc1ccccc1N1CCN(CCC(=O)Nc2ccc3c(c2)OCO3)CC1
  -4%	-4	91	2%	?	-5%	-21
> CCN(C#N)c1nc(NC(C)C)nc(NC(C)C)n1
  -16%	-1	111	5%	3%	6%	-8
> CCOC(=O)N1CCN(C(=O)CSc2nc(C)nc3c2c(=O)n(C)c(=O)n3C)CC1
  -9%	-5	-23	0%	?	2%	2
> O=C(c1ccc(COc2ccccc2Br)o1)N1N=C(C(F)F)CC1(O)C(F)F (stereo not given)
  -30%	-2	-21	0%	-13%	24%	14

The line under a structure holds: AmpC inh no detg	Cycloheximide cs	HCMV inh	Giardia FBPA inh	AmpC inh detg	AMA1-RON2 inh	Shiga inhibitor
> CN(C)S(=O)(=O)c1cccc(-c2nnc(SCCNCCO)n2-c2ccc(F)cc2)c1
  81%[activator]	8	-23	?	2%	14%	27
> CC(C)(C)Nc1cccccc1=O
  -14%	-8	-1	?	-13%	12%	-18
> COc1ccc(S(=O)(=O)N2CCC(O)(c3ccc(Cl)cc3)CC2)cc1OC
  36%	8	-73*	-1%	0%	-8%	-8
> CCOc1ccccc1NC(=O)NCc1ccccn1
  -6%	6	14	-5%	-4%	24%	26
> COc1cc(/C=N/NC(=O)c2cc(-c3cccs3)nc3ccccc23)ccc1O
  -26%	15	-21	-4%	2%	15%	45*
> Cc1ccc2nc(-c3ccc(NC(=O)CSCC(=O)O)cc3)sc2c1
  -19%	55*	7	28%	0%	-8%	87*
> Cc1cccc(N2CC(C(=O)O)CC2=O)c1 (stereo not given)
  -1%	-2	-8	2%	?	-10%	-16
> O=C(CN1CCCCCCC1)NC(=O)NC1CCCCC1
  -20%	23	-11	7%	2%	0%	51
> CC(c1ccccc1)C1C(C#N)=C(N)SC(N)=C1C#N (stereo not given)
  -33%	-1	-19	-28%	?	10%	-4
> COC(=O)NC(NC(=S)Nc1ccccc1OC)C(Cl)(Cl)Cl (stereo not given)
  -3%	-1	13	2%	-6%	-8%	2

The line under a structure holds: AmpC inh no detg	Cycloheximide cs	HCMV inh	Giardia FBPA inh	AmpC inh detg	AMA1-RON2 inh	Shiga inhibitor
> CCOc1ccc(N=C2SC(C(=O)O)CC(=O)N2C)cc1 (stereo not given)
  -7%	2	-22	15%	9%	1%	1
> CCOc1ccc(NS(=O)(=O)c2csc(C(N)=O)c2)cc1
  -7%	1	?	-1%	-5%	6%	9
> CC1(c2nnc(Cc3ccccc3)o2)CC(c2ccccc2F)=NO1 (stereo not given)
  -5%	.	4	.	1%	9%	.
> Cc1nn(C(=O)c2ccco2)c(C)c1Sc1ccccc1
  -10%	-1	-19	7%	5%	10%	-22
> O=C(Cc1ccccc1)NCC(=O)OCc1cccc([N+](=O)[O-])c1
  29%	-1	45	-5%	1%	-5%	-7
> Cc1ccc(C(=O)C2CCN(CC(=O)NC3CCCC3)CC2)cc1
  30%	-5	-25	2%	4%	15%	-12
> O=C(NCC(=O)N1CCN(c2ccccc2F)CC1)c1ccc(Br)o1
  -13%	.	-14	.	-17%	-18%	.
> COC1=Cc2c(ccc3ccc(=O)oc23)OC1(C)C
  -15%	8	11	-12%	-9%	-9%	-14
> CC(=O)Nc1ccc(S(=O)(=O)NCC2CCC(C(=O)NCCC(C)C)CC2)cc1 (stereo not given)
  -10%	-6	18	3%	-1%	21%	-13
> COc1ccc(-n2ccc(=O)c(C(=O)O)n2)c(OC)c1
  -9%	-1	-14	-7%	-4%	-6%	-13

The line under a structure holds: AmpC inh no detg	Cycloheximide cs	HCMV inh	Giardia FBPA inh	AmpC inh detg	AMA1-RON2 inh	Shiga inhibitor
> COc1ccc2oc(C(=O)OCC(=O)N(Cc3ccccc3)C(C)(C)C)c(C)c2c1
  -1%	-2	8	.	-2%	-3%	-1
> CCOC(=O)C(CC)(CCC(=O)O)c1csc(N)n1 (stereo not given)
  -29%	-7	10	1%	-11%	9%	-2
> O=C(C1CCC(CNS(=O)(=O)c2cccc3cccnc23)CC1)N1CCCC1 (stereo not given)
  16%	-3	-24	2%	?	-6%	14
> CN(CC(=O)Nc1ccccc1Cl)C(=O)c1cccc(S(=O)(=O)N2CCN(c3ccc(F)cc3)CC2)c1
  62%[activator]	58*	-80*	.	-7%	0%	139*
> C=CCS/C(=N\n1cnc2ccccc2c1=O)N1CCCCC1
  -8%	15	42	-7%	0%	7%	61
> Nc1c(Cl)cc(Cl)cc1C(=O)OCC(=O)NC1CC1
  -24%	-3	-17	-6%	-9%	-5%	-20
> O=C(c1cc2ccccc2oc1=O)N(Cc1cccc(Br)c1)C1CCS(=O)(=O)C1 (stereo not given)
  25%	15*	-23	1%	-2%	-3%	31
> O=C(CCN1CCN(c2ccccc2)CC1)Nc1ccc(Cl)cc1
  7%	3	0	-3%	?	-25%	-3
> O=C(NCCc1ccccc1)c1ccccc1NC(=O)C1CCCO1 (stereo not given)
  -36%	30*	-25	3%	0%	-15%	67*
> COc1ccccc1OCC(=O)NC1CCCCCCC1
  3%	.	-13	.	.	9%[11.6 µM]	.

The line under a structure holds: AmpC inh no detg	Cycloheximide cs	HCMV inh	Giardia FBPA inh	AmpC inh detg	AMA1-RON2 inh	Shiga inhibitor
> COC(=O)[C@]1(Cc2ccccc2)N[C@H](CN(C)C(=O)Nc2ccc(OC)cc2)[C@@H]2C(=O)N(Cc3ccccc3)C(=O)[C@@H]21
  58%	.	-7	.	.	8%	.
> OC(COCCOc1ccc(Br)cc1)CN1CCCCC1 (stereo not given)
  9%	0	-28	3%	0%	4%	-7
> Cc1cccc(-n2c(SCC(=O)NC3CCCC3)nnc2-c2ccoc2C)c1
  33%	10	-32	3%	?	-1%	8
> CCc1ccc(OC(=O)c2ccn(CC)n2)cc1
  -2%	40*	-6	20%	3%	9%	150*
> CC(C)CC(COCc1ccc(C(F)(F)F)cc1)N1CCN(C(=O)c2ccc(C(F)(F)F)cc2)CCC1=O (stereo not given)
  302%[activator]	0	104	-8%	-3%	14%	14
> Cc1ccc2c(c1)C(O)(CC(=O)/C=C/C=C/c1ccccc1)C(=O)N2 (stereo not given)
  0%	27*	-29	0%	-2%	0%[11.6 µM]	22
> Cc1nn(CC(=O)N(C)C2CCC(C)CC2)c(C)c1S(=O)(=O)N(C)C (stereo not given)
  78%[activator]	.	-4	.	0%	-3%	.
> O=C(COc1cccnc1[N+](=O)[O-])NCCc1ccc(F)cc1
  -3%	2	-32	1%	-3%	-2%	-11
> Nn1c(SCC(=O)Nc2ccc(S(N)(=O)=O)cc2)nnc1C(F)(F)F
  -3%	0	-31	2%	-1%	15%	-3
> O=C(N/N=C/C(Cl)=C/c1ccc([N+](=O)[O-])cc1)C(=O)Nc1ccccc1C(=O)O
  -58%	4	-32	0%	1%	57%[activator]	14

Record cards (already shown).
O=C(N/N=C/C(Cl)=C/c1ccc([N+](=O)[O-])cc1)C(=O)Nc1ccccc1C(=O)O is listed with AmpC inh no detg: -58%; Cycloheximide cs: 4; HCMV inh: -32; Giardia FBPA inh: 0%; AmpC inh detg: 1%; AMA1-RON2 inh: 57%[activator]; Shiga inhibitor: 14
CCOc1ccccc1NC(=O)NCc1ccccn1 is listed with AmpC inh no detg: -6%; Cycloheximide cs: 6; HCMV inh: 14; Giardia FBPA inh: -5%; AmpC inh detg: -4%; AMA1-RON2 inh: 24%; Shiga inhibitor: 26

More records follow.
The line under a structure holds: AmpC inh no detg	Cycloheximide cs	HCMV inh	Giardia FBPA inh	AmpC inh detg	AMA1-RON2 inh	Shiga inhibitor
> O=C(CCOc1ccccc1)Nc1ccccc1F
  -2%	32*	.	12%	0%	-8%	74*
> CC(=O)Nc1ccc(S(=O)(=O)N(C)CC(=O)OCCOc2cccc(C)c2)cc1
  12%	1	-30	.	-8%	0%	12
> Cc1ccc2nc(NC(=O)CCn3cccc3)sc2c1
  -32%	22*	-16	3%	?	-11%	53*
> COc1ccccc1C(=O)Nc1cccc(C(=O)c2ccccc2)c1
  -34%	13*	-9	11%	-8%	6%	20
> Cc1nn(Cc2ccccc2Cl)c(C)c1C(=O)NCC(c1cccs1)N1CCOCC1 (stereo not given)
  145%[activator]	.	-11	.	?	21%	.
> O=C(Nc1ccccn1)C1CCN(S(=O)(=O)c2cccs2)CC1
  -26%	-5	-15	-1%	?	-2%	-9
> Cc1noc(C)c1C(=O)Nc1ccc(-c2nnc3n2CCCCC3)cc1
  -8%	.	0	.	-8%	4%[11.6 µM]	.

Bioassay records (PubChem BioAssay)
